Vif imaging: blocks HIV Vif function; 340,000 compounds, 0.35% hits; HEK293T cells, Vif self-association by quenched fluorescence, imaging, 24 h; inhibition, % at 7.49 µM; in the data active means inhibition above about 50%, passing the limit was not always enough; further: some results filed as inactive read as strong as hits
PDI inh: blocks human protein disulfide isomerase activity. PDI insulin aggregation turbidity, A650, 90 min. inhibition, % at 10 µM. 350,000 compounds, 0.052% hits. AID 588391;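 active means mean inhibition across replicates of 30% or more, whatever share of single replicates reach that level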;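 further: absorbance from insulin aggregation driven by PDI reduction with DTT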
Target sequence (P07237 whole entry, looked up): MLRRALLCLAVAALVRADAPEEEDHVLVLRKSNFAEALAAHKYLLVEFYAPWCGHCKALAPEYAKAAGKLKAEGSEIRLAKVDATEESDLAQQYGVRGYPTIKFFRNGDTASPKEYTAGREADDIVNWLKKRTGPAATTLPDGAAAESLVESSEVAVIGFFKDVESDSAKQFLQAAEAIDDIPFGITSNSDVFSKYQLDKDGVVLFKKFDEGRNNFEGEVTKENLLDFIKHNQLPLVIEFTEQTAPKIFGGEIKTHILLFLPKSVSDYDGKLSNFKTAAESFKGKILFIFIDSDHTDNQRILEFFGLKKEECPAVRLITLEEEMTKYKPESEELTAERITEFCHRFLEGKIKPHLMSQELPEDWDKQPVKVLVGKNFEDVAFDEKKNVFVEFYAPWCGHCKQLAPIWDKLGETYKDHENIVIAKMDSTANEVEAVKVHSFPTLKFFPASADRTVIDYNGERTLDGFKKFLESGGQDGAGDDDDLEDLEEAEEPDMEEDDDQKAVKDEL
HTR2A ag: activates the mouse 5-HT2A serotonin receptor | P35363 | CHO-K1 mHTR2A beta-arrestin complementation, luminescence; percent of 30 µM serotonin response | activation, % at 7.6 µM | 360,000 compounds, 0.66% hits;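 active means activation above a run cutoff, the mean activation of all tested compounds plus 3 SD, cut at about 14% in these data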;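 further: 0% = plate median of compound wells and 100% = 30 µM serotonin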
Target sequence (P35363 whole entry, looked up): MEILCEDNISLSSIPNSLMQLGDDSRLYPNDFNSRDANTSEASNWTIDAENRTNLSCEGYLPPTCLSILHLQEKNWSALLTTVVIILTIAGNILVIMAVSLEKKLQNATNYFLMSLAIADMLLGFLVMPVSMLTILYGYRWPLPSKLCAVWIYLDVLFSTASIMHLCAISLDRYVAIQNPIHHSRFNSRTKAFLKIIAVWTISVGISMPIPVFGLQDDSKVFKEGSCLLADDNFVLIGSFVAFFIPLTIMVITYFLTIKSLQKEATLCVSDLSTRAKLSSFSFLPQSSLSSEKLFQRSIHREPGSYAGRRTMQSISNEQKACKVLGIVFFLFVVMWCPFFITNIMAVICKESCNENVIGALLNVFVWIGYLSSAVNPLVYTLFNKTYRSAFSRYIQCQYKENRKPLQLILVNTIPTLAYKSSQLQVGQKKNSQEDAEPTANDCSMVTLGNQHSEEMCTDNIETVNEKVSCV
CaV13 ICDI inh: Primary screen for inhibitors of IQ motif and Ca2+-dependent inactivation inhibitor domain binding in CACNA1D, Förster resonance energy transfer in living cells, …. HEK cells, CFP/YFP FRET ICDI-IQ, plate reader, 10 min; percent FRET-ratio fall versus neutral wells. inhibition, % at 12.3 µM. 340,000 compounds, 0.098% hits. AID 743397;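 active means mean replicate inhibition of at least 30% and at least 1% of replicates passing that level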;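 further: 0% = median of the neutral control wells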
N-glyco inh: blocks N-linked glycosylation in D54 reporter cells; D54 ERlucT glycosylation luciferase reporter, 24 h; percent of 100 nM tunicamycin response; reporter increase, % at 12.5 µM; 360,000 compounds, 0.23% hits; AID 588692;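 active means mean luciferase reporter signal, scaled so untreated is 0 and the glycosylation-blocking control 100, at or above a set limit in every replicate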;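 further: luciferase carries N-glycosylation sites so blocking glycosylation raises the light; 0% = median of neutral control wells and 100% = median of 100 nM tunicamycin wells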
aDG glyco up: increases alpha dystroglycan glycosylation. Pro5-aDG cells, alpha-DG glycosylation AlphaScreen (IIH6); 0% Pro5, 100% B10-LARGE cell signal. activation, % at 10 µM. 360,000 compounds, 0.22% hits. AID 624168;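 active means activation of at least 8% versus controls, or a plate z-score of at least 8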;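 further: Pro5 are CHO cells carrying HIG-tagged alpha-DG that lacks glycosylation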
ABCB6 inh 2: inhibitors of human ABC transporter ABCB6; Q9NP58; K562-ABCB6 porphyrin accumulation, flow cytometry, 1 h; stronger effect = lower value; fluorescence ratio to DMSO, % at 10 µM; 360,000 compounds, 0.19% hits; AID 602162;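 active means fluorescence ratio to DMSO below 75%, the collection mean minus 3 SD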;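 further: signal is porphyrin accumulated inside mitochondria; 100% equals median channel fluorescence of DMSO control wells; lower ratio means ABCB6 inhibition with less porphyrin fluorescence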
MC4R ag barr: activates human MC4R beta-arrestin recruitment | P32245 | 360,000 compounds, 0.98% hits | activation, % at 8.9 µM | U2OS MC4R beta-arrestin complementation, luminescence; percent of melanotan II response, DMSO zero;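 active means activation above a per-plate cutoff, the mean activation of sample wells on that plate plus 3 SD, cut at about 8% in these data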
MC4R antagonist: blocks human MC4R cAMP signaling; AID 540295; inhibition, % at 6.5 µM; MC4R-expressing cells, MTII-stimulated cAMP, LANCE TR-FRET; 360,000 compounds, 0.48% hits;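 active means inhibition above its plate's cutoff, the mean of tested wells on that plate plus 3 SD, cut at about 29% in these data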;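 further: 0% = Melanotan II alone and 100% = Melanotan II plus saturating MCL0020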
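Material: U2OS-MC4R stable cell line | Reagent: Melanotan II challenge after compound preincubation | Doses: One concentration, 6.5 µM nominal | Incubation: 30-min compound preincubation, 1-h Melanotan II challenge, 1-h detection, room temperature | Signal: TR-FRET cAMP assay | Replicates: One well per compound, no replicates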
H9c2 protect: myocardial damage modulation in H9c2 cells; H9c2 cardiomyocytes, H2O2 injury protection, ATPLite, 2 h; protection from H2O2 cell death, % at 20 µM; 360,000 compounds, 0.63% hits;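 active means compounds giving at least 50% protection of heart cells from peroxide-induced death in the single-dose screen, raw or plate-pattern-corrected value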;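 further: 0% = DMSO wells with peroxide and 100% = DMSO wells without peroxide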
The depositor's hits bear a star; nt = no result given.

SMILES	Vif imaging	PDI inh	HTR2A ag	CaV13 ICDI inh	N-glyco inh	aDG glyco up	ABCB6 inh 2	MC4R ag barr	MC4R antagonist	H9c2 protect
Cn1nccc1C(=O)Nc1ccc(Cl)cc1	3	-6	1	-9	1	-0.1	101	0.2	2	6
Cc1ccc2nc(-c3cc(N)cc(N)c3)oc2c1	1	0	0	-3	-6	-0.4	105	-2.8	1	-37
CCCOc1ccc(C2C(C(=O)c3ccco3)=C(O)C(=O)N2CCCn2ccnc2)cc1 (stereo not drawn)	1	6	3	-6	0	0.2	100	-0.4	16	20
COc1ccccc1NC(=O)/C(C#N)=C/C=C/c1ccco1	31	-2	-5	-5	21	-0.3	103	2.1	-27	5
CCOC(=O)C1(C)CCN1C(=O)c1cccc(OC)c1 (stereo not drawn)	-4	12	-1	-5	1	-0.3	103	-1.5	6	-2
Cc1nnc(NC(=O)C(c2ccccc2)c2ccccc2)s1	26	7	-2	-3	0	-0.2	96	-0.6	6	-4
COc1cc(NC(=O)CN2CCN(Cc3ccc4c(c3)OCO4)CC2)cc(OC)c1	nt	10	3	-4	5	0.5	93	0.9	6	9
COc1cccc(/C(O)=C2/C(=O)C(=O)N(Cc3cccnc3)C2c2ccco2)c1 (stereo not drawn)	nt	-2	-4	-8	1	0.2	100	-3.4	2	-4
CCOC(=O)C1(Cc2ccc(OC)cc2)CCN(C(=O)c2cc3ccccc3[nH]2)CC1	-13	5	-7	-5	-6	0.6	88	0.2	1	-8
NS(=O)(=O)c1ccc(CNC(=O)c2ccccc2SCC(=O)N2CCCC2)cc1	-11	5	3	-3	-2	0.1	100	-0.9	6	6
OC(c1ccccc1)C(Nc1ccccn1)c1ccccc1 (stereo not drawn)	12	-5	-2	-4	0	0.7	89	-1.3	7	-1
CC1=CC(=C(C#N)C#N)C=C(C)N1CCN1CCN(C(=O)Nc2cccc(Cl)c2)CC1	-4	-11	-2	3	0	-0.1	100	-1.1	19	10
COc1ccc(-c2c(C)nn(-c3ccccc3)c2N)cc1	41	4	-3	-5	0	-0.1	105	-0.4	-6	-3
O=C(O)COc1cccc2nsnc12	8	-9	1	-4	1	0.0	103	0.5	5	-12
Cn1c(=O)c2[nH]c(N3CCCCC3)nc2n(C)c1=O	nt	-2	-4	-6	2	-0.1	100	-1.9	8	-5

Next records follow.
SMILES	Vif imaging	PDI inh	HTR2A ag	CaV13 ICDI inh	N-glyco inh	aDG glyco up	ABCB6 inh 2	MC4R ag barr	MC4R antagonist	H9c2 protect
O=C(C=Cc1cccc(O)c1)c1ccccc1O	-6	22	-5	-9	23	0.3	96	0.4	15	-8
O=C(CC1Sc2ccccc2NC1=O)NNc1cc(Cl)ccc1Cl (stereo not drawn)	-5	8	3	-5	14	0.0	99	-0.3	6	-5
O=C(c1ccccc1)N1CCN(C(=O)N2CCOCC2)CC1	0	1	4	-4	2	0.1	101	1.0	3	-3
Cn1c(=O)c2c(-c3ccc(C(C)(C)C)cc3)n(N3CCOCC3)cc2n(C)c1=O	1	-19	1	nt	2	0.0	99	-0.4	4	0
O=[N+]([O-])C(=C1SCCS1)C(=C(Cl)Cl)N1CCCCC1	-2	-1	-3	-2	0	-0.7	96	-2.2	3	-7
Cc1cc(C)c(Cn2ncn(-c3ccc(Br)cc3)c2=O)c(C)c1	-8	-1	-3	-20	-1	0.6	101	-0.6	3	-10
COC(=O)c1ccc2c(=O)n(CC3CCCO3)c(=S)[nH]c2c1 (stereo not drawn)	-4	-1	0	nt	3	-0.1	98	-1.2	17	8
COc1cccc(NC(=O)CNC(C)CCC(C)C)c1 (stereo not drawn)	-14	-6	2	-6	-2	0.1	97	6.7	5	-9
CCCCOP(=O)(c1ccc(N(C)C)cc1)C(O)c1ccncc1 (stereo not drawn)	2	-4	2	-4	0	0.0	101	-2.5	7	-4
Cc1nn(CC(=O)N2CCOCC2)c(=O)c2nn(-c3ccccc3)c(C)c12	-4	2	5	-7	2	0.0	97	0.4	6	1
Cc1cccc(OCC(=O)Nc2ccccc2C(=O)N2CCOCC2)c1	-3	-6	-1	-16	-1	1.7	95	-3.4	24	-2
CC(CN1C(C)CCCC1C)OC(=O)c1ccccc1Cl (stereo not drawn)	0	-4	-1	-3	2	-0.2	96	-0.3	-3	-2
N#Cc1ccc(OCc2nnc(-c3ccc([N+](=O)[O-])cc3)o2)cc1	5	5	-1	8	2	-0.2	103	-2.6	-1	-1
O=C(COc1ccccc1[N+](=O)[O-])c1ccccc1	4	2	-9	-5	1	0.5	102	-1.4	-3	-1
Cc1onc(-c2c(Cl)cccc2Cl)c1C(=O)NC1C(=O)N2C1SC(C)(C)C2C(=O)O (stereo not drawn)	-2	5	-3	-4	0	0.0	100	-3.5	1	-4

Remaining list, next part
SMILES	Vif imaging	PDI inh	HTR2A ag	CaV13 ICDI inh	N-glyco inh	aDG glyco up	ABCB6 inh 2	MC4R ag barr	MC4R antagonist	H9c2 protect
CCn1c(=O)c2cc(C(=O)NCc3cccs3)sc2c2ccccc21	-3	nt	6	-5	13	-0.2	94	0.3	2	0
COc1ccc(C(C(=O)NC2CCCC2)N(Cc2ccco2)C(=O)c2snc(C(N)=O)c2N)cc1OC (stereo not drawn)	-5	-9	-5	-3	0	-0.2	85	-0.8	3	0
CSc1ccc(Cn2c(C)c(C(=O)NCc3ccc4c(c3)OCO4)sc2=O)cc1	-3	0	-4	-10	-4	0.2	95	1.1	10	0
CN(C(=O)c1cccc(NC(=O)Cc2cccc([N+](=O)[O-])c2)c1)C1CC1	0	2	1	-5	1	-0.1	91	-1.4	-3	4
Cc1ccc(S(=O)(=O)NNC(=O)C(=O)NNS(=O)(=O)c2ccc(C)cc2)cc1	1	2	2	-5	2	-0.1	103	-1.2	1	8
CCNC(=O)NC(=O)CSc1cccc(C(F)(F)F)c1	2	-8	-3	nt	1	0.0	103	4.2	19	-3
COc1ccc(NC(=O)c2oc3ccc(S(=O)(=O)N4CCOCC4)cc3c2C)c(OC)c1	2	-2	0	-14	-2	-0.1	100	0.9	-4	-1
COc1ccc(C)cc1N1CC(C(=O)Nc2cccc(C(=O)NC3CC3)c2)CC1=O (stereo not drawn)	0	9	-1	-6	1	-0.2	96	0.4	0	6
COc1cc(/C=N/NC(=O)c2cc(-c3ccccc3OC(C)C)nc3ccccc23)ccc1O	-4	7	4	-3	-11	-0.2	91	-1.6	8	6
Cc1ccnc2nc(C(=O)OCC(=O)c3c[nH]c4ccccc34)nn12	4	1	2	-14	0	-0.2	100	0.9	5	10
COc1ccc(C(=O)Oc2ccc(F)cc2C(=O)/C=C/c2ccc(OC)c(OC)c2)cc1	-3	3	-4	-18	10	-0.4	89	-3.0	-3	-1
CN(C)c1ccnc(-n2cccc2/C=N/OCc2ccc(F)cc2Cl)c1C#N	-3	-1	-2	-4	-4	0.1	105	3.3	21	-12
Cc1ccc(NC(=O)CN(C)C(=O)COC(=O)CCS(=O)(=O)c2ccc(C)cc2)cc1	nt	-1	8	-5	0	0.0	100	0.2	-6	0
COC(=O)C(CCSC)NC(=O)Cn1ncc2c(=O)oc3ccc(C)cc3c21 (stereo not drawn)	8	nt	1	-5	2	0.9	97	-0.7	17	1
O=C(C(=O)c1cc(Br)ccc1O)c1cc(Br)ccc1O	-29	15	5	-7	-6	0.2	85	-0.7	13	-18

The closing 2 records of the section before come first, to join the parts.
SMILES	Vif imaging	PDI inh	HTR2A ag	CaV13 ICDI inh	N-glyco inh	aDG glyco up	ABCB6 inh 2	MC4R ag barr	MC4R antagonist	H9c2 protect
COC(=O)C(CCSC)NC(=O)Cn1ncc2c(=O)oc3ccc(C)cc3c21 (stereo not drawn)	8	nt	1	-5	2	0.9	97	-0.7	17	1
O=C(C(=O)c1cc(Br)ccc1O)c1cc(Br)ccc1O	-29	15	5	-7	-6	0.2	85	-0.7	13	-18
O=C(Nc1ccc2c(c1)OCO2)c1ccc(COc2ccc3c(c2)CCC3)o1	nt	8	-1	nt	4	-0.1	98	4.9	9	-10
C=CCn1c(=O)c(C(=O)NC(C)c2ccccc2)c(O)c2ccccc21 (stereo not drawn)	-3	9	-1	-6	2	0.0	88	1.0	2	9
Cc1cccc(C)c1NC(=O)COC(=O)C1Cc2ccccc2CN1C(=O)c1ccccc1 (stereo not drawn)	3	0	-4	-6	-4	0.1	99	-1.8	18	1
CC(=O)NNC(=S)NCCc1ccccc1	-4	-4	0	-3	3	0.0	94	-1.8	9	9
Cc1cc(C(=O)N2CCC2(C)C(=O)NS(=O)(=O)c2cccc(Cl)c2)nn1C (stereo not drawn)	-6	1	1	-5	1	-0.3	98	-0.2	4	-13
Cc1cccc(N2CCN(C(=O)c3ccc(N4CCCC4=O)cc3)CC2)c1C	-14	0	0	nt	2	1.1	93	0.0	11	-2
CC(=O)NNC(=S)NC(=O)C(c1ccccc1)c1ccccc1	3	-6	1	-13	-4	1.3	105	-4.5	0	29
CN(C(=O)c1ccc(OC2CCN(S(=O)(=O)N(C)C)CC2)cc1)C1CCCCC1	3	-2	0	4	-1	-0.1	100	-4.2	4	-11
O=C(CN(c1cccc([N+](=O)[O-])c1)S(=O)(=O)c1ccccc1)N1CCCCC1	26	0	-5	-3	-3	-0.1	95	-0.5	11	-2
CCCCOC(=O)Nc1nnc(COc2ccccc2)s1	0	9	-2	-5	4	0.2	99	-0.8	0	-9
NC(=O)C1CCN(C(=O)c2ccc([N+](=O)[O-])cc2NC(=O)c2cccs2)CC1	5	-2	3	-7	2	-0.2	90	-0.3	-2	4
